HCV inh = HCV inhibition; Huh7.5.1 HCVcc-Cre infection, luciferase reporter, 44 h; 340,000 compounds, 3.4% hits; Potency, µM (doses to about 41.8 µM), for inactives: at the top dose activity change, negative = inhibition, most hits filed as inhibitors; AID 651820; active = well fitted inhibition curve with a large enough effect; inconclusive = small, poorly fitted or top-dose-only effect, or another doubt; inactive = no such curve, though single readings can be large or run the other way
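Reporter virus HCVcc-Cre (~0.5 moi) infects cells exposed to compound; seeding density 1,000 cells/well with 4 h settling beforehand. Luminescence, 15 sec read, taken 44 h post-infection following a 15 min RT substrate incubation.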
* hit, by the source's call; [ ] = another dose, or the depositor's remark. % is scaled to controls: 0 for no effect and ±100 for the full control effect; potency is read from the fitted curve at half-maximal effect. These rows are one share of the data; the hit share may differ from the screen's.

The first four entries as a preview:
Cc1c(O)nc(SC2CC(=O)N(c3cc(Cl)cc(Cl)c3)C2=O)[nH]c1=O (centres undefined) was read as HCV inh 10%.
Screening NC(CSC(c1ccccc1)(c1ccccc1)c1ccccc1)C(=O)O (centres undefined) returned HCV inh -23%.
`CC(=O)Nc1ccc(S(=O)(=O)Nc2nc3ccccc3nc2Nc2ccc(C(=O)O)c(O)c2)cc1` gave HCV inh 17%.
C[C@@H]1CN([C@@H](C)CO)C(=O)c2cc(NC(=O)Nc3ccc(F)cc3)ccc2O[C@@H]1CN(C)Cc1ccc(Oc2ccccc2)cc1 was read as HCV inh inconclusive.

Main list, previewed entries included:
Cc1c(O)nc(SC2CC(=O)N(c3cc(Cl)cc(Cl)c3)C2=O)[nH]c1=O (centres undefined) was read as HCV inh 10%.
Screening NC(CSC(c1ccccc1)(c1ccccc1)c1ccccc1)C(=O)O (centres undefined) returned HCV inh -23%.
`CC(=O)Nc1ccc(S(=O)(=O)Nc2nc3ccccc3nc2Nc2ccc(C(=O)O)c(O)c2)cc1` gave HCV inh 17%.
C[C@@H]1CN([C@@H](C)CO)C(=O)c2cc(NC(=O)Nc3ccc(F)cc3)ccc2O[C@@H]1CN(C)Cc1ccc(Oc2ccccc2)cc1 was read as HCV inh inconclusive.
Screening Cc1ccc(C)c(NC(=O)CN2C(=O)NC(CCc3ccccc3)C2=O)c1 (centres undefined) returned HCV inh 12%.
Screening O=c1cc(CCl)nc(Cc2c(Cl)cccc2Cl)[nH]1 returned HCV inh inconclusive.
Screening O=C(/C=C/c1cccs1)c1cc(F)ccc1OC(=O)N1CCOCC1 returned HCV inh inconclusive.
Screening O=C(COC(=O)CCC(=O)c1ccc(F)cc1)NCc1ccc(Cl)cc1 returned HCV inh 8%.
`CC(C)(C)OC(=O)C[C@@H]1C/C=C\C[C@H](CC(=O)N[C@H](CO)Cc2ccccc2)C(=O)N[C@@H](Cc2ccccc2)COC1=O` gave HCV inh -2%.
`Cc1ccccc1C(=O)N1CC1C` (centres undefined) gave HCV inh 39%[activator].
Screening CCCCC[C@@H]1C=C(C(=O)O)[C@H](c2ccc3c(c2)OCO3)N1S(=O)(=O)c1ccc(C)cc1 returned HCV inh 8%.
For COC(=O)c1ccc(CSC2=NC[C@@H]3[C@@H]4C(=O)N(Cc5ccccc5)C(=O)[C@@H]4[C@](Cc4ccccc4)(C(=O)OC)N23)cc1 the results were HCV inh -5%.
`Cc1nc(SCC(=O)NCC2CCCO2)c2c(C)c(C)sc2n1` (centres undefined) gave HCV inh -6%.
COc1ccc(NC(=O)COC(=O)c2cc(S(=O)(=O)N3CCCC3)ccc2O)cc1 was read as HCV inh -8%.
CS(=O)(=O)c1cccc(C(=O)OCCCC(=O)c2ccccc2)c1 was read as HCV inh -1%.
COc1ccccc1CNC(=O)COC(=O)c1cc(=O)c2ccccc2o1 was read as HCV inh 2%.
Screening CC[C@]12c3[nH]c4ccccc4c3CCN1C(=O)C(CC(=O)NCCCn1ccnc1)C[C@@H]2C(=O)N1CCN(C(=O)C2CC2)CC1 (some centres undefined) returned HCV inh 59%[activator].
Screening Cc1ccc(OCCC(=O)OCC(=O)Nc2ccc(C)c(S(=O)(=O)N3CCOCC3)c2)cc1 returned HCV inh -3%.
COc1ccc(-c2noc(CCC(=O)N3CCN(c4cccc(C)c4)CC3)n2)cc1 was read as HCV inh -4%.
For CC(=O)C1=CN(CC2CCCCC2)CCC1=O the results were HCV inh 19%.

Sorted by molecular weight (ascending): part of the list above
CS(=O)(=O)c1cccc(C(=O)OCCCC(=O)c2ccccc2)c1 was read as HCV inh -1%.
For COC(=O)c1ccc(CSC2=NC[C@@H]3[C@@H]4C(=O)N(Cc5ccccc5)C(=O)[C@@H]4[C@](Cc4ccccc4)(C(=O)OC)N23)cc1 the results were HCV inh -5%.
Screening CC[C@]12c3[nH]c4ccccc4c3CCN1C(=O)C(CC(=O)NCCCn1ccnc1)C[C@@H]2C(=O)N1CCN(C(=O)C2CC2)CC1 (some centres undefined) returned HCV inh 59%[activator].

Next entries.
Cc1cc(C(=O)NC2CCC(O)CC2)c(C)o1 (centres undefined) was read as HCV inh 22%.
O=S(=O)(O)c1ccc(O)c2cc(Nc3ccccc3)ccc12 was read as HCV inh 2%.
Cc1ccc(S(=O)(=O)NC2(C(=O)O)CCCC2)cc1 was read as HCV inh 23%.
For CC(NC(=O)COC(=O)c1ccc([N+](=O)[O-])o1)c1ccccc1 (centres undefined) the results were HCV inh 5%.
For COc1ccc2nc3cc(Cl)ccc3c(Nc3ccc(O)c(CN4CCN(C)CC4)c3)c2c1 the results were HCV inh inconclusive.
For CCOC(=O)[C@@H]1[C@H]2COc3ccc(Br)cc3[C@@H]2N2C(=O)N(c3ccc(F)cc3)C(=O)[C@@]12C the results were HCV inh inconclusive.
`O=C1[C@H](Cc2ccccc2)NCCCC[C@@H](c2ccc(Cl)cc2)N1Cc1ccccc1` gave HCV inh 19%.
`CCOC(=O)C1=CNS(=O)(=O)NC1c1ccc(Br)cc1F` (centres undefined) gave HCV inh -6%.
Screening O=C(COC(=O)CNC(=O)c1ccccc1F)NC1CC1 returned HCV inh 7%.
Screening O=C(NC1(C(F)(F)F)NC(=O)N(Cc2ccccc2)C1=O)c1cccs1 (centres undefined) returned HCV inh 9%.
For Cc1cccc(-c2ccc3c(c2)C2CC3CCN2C(=O)OCc2ccccc2)c1 (centres undefined) the results were HCV inh -9%[8.37 µM].
`CCOC(=O)CC1=NN(c2ccccc2)C(=O)C1=c1sc(=C2SC(C)=C(C)N2CC)c(=O)n1CC` gave HCV inh 24%.
Screening CSc1nsc(NC(=O)Nc2ccccc2)n1 returned HCV inh -16%.
O=C(Nc1cccc(S(=O)(=O)N2CCCCCC2)c1)c1ccc(Cl)nc1 was read as HCV inh inconclusive.
`Nc1nc(Cl)cc(=O)n1Cc1ccc(Cl)cc1` gave HCV inh 30%.
`COc1ccccc1C=CC(=O)C=Cc1ccccc1OC` gave HCV inh inconclusive.
COc1cc(C2C(C(=O)c3cccs3)=C(O)C(=O)N2CCN2CCOCC2)ccc1OCCC(C)C (centres undefined) was read as HCV inh 4%.
`COc1ccc(C(C)(C)C)cc1NC(=O)CCn1[nH]c(=O)ccc1=O` gave HCV inh 8%.
Screening C=C1C(=O)OC2CC1C(O)CC(C)=CCCC(C)=CC(O)CC2C (centres undefined) returned HCV inh 7.1µM*.
`COc1ccc(C(=O)NC(=O)CSc2nc3nc(C)cc(C)n3n2)cc1` gave HCV inh 6%.
Screening CCN1C(=O)[C@@H]2[C@@H](c3ccc(-c4ccccc4)cc3)N3CCC[C@@]3(C(=O)OC)[C@@H]2C1=O returned HCV inh -10%.
`O=C(NC1CC1)C1Nc2ccc(OC(F)(F)F)cc2C2C=CCC12` (centres undefined) gave HCV inh -13%.
Screening C=CCn1c(C)cc(C(=O)COC(=O)c2n[nH]c(=O)c3ccccc23)c1C returned HCV inh 14%.
For COc1ccc(Cl)c(CNC[C@H]2O[C@@H](n3cnc(C(N)=O)n3)[C@H](O)[C@@H]2O)c1 the results were HCV inh 14%.
For O=[N+]([O-])c1cc(F)cc(F)c1Nc1ccc(F)cc1 the results were HCV inh 5%.
`C=CCN(CC=C)CC(=O)Nn1c(C)ccc1C` gave HCV inh -1%.
`COc1ccc(CNC(=O)COC(=O)c2ccc(C(=O)c3ccccc3)cc2)cc1` gave HCV inh 3%.
Cc1nn(C2CCS(=O)(=O)C2)c(C)c1CN(C)C(=O)c1ccc(S(=O)(=O)N(C)C)cc1 (centres undefined) was read as HCV inh -4%.
For CCC(C)CNC(=O)c1cccc(OC2CCN(CC(C)(C)C)CC2)c1 (centres undefined) the results were HCV inh inconclusive.
Screening CC(=O)C[C@H](O)CC(=O)[C@@H]1OC(=O)CCCCC/C=C/Cc2ccccc21 returned HCV inh -10%.
Screening CC(=O)OCC(=O)C1(O)CCC2C3CC(C)C4=CC(=O)C=CC4(C)C3(F)C(O)CC21C (centres undefined) returned HCV inh 15%.
`CN(C)C(CNC(=O)c1cc2ccccc2o1)c1ccccc1` (centres undefined) gave HCV inh inconclusive.
`CCCc1cc(=O)[nH]c(SCC(=O)Nc2sc3c(c2C(N)=O)CCCC3)n1` gave HCV inh -12%.
C=C1CCN([C@@H](CC(C)C)C(=O)Nc2ccc(OC)cc2)S(=O)(=O)c2ccccc21 was read as HCV inh -20%.
`COc1cc2oc3cc(C#Cc4ccc(N)cc4)ccc3c(=O)c2cc1OC` gave HCV inh inconclusive.
CCc1nc2ccc(Br)cc2c(=O)n1-c1ccccc1C(F)(F)F was read as HCV inh inconclusive.
For CCN(C(=O)C(C)Sc1nnc(-c2ccncc2)n1C)C1CCCCC1 (centres undefined) the results were HCV inh 12%.
`Cc1ccc(S(=O)(=O)N[C@H](C(=O)OCC(=O)NC(=O)NCc2ccco2)C(C)C)cc1` gave HCV inh inconclusive.
`Cc1ccc2c(c1)[C@H]1[C@H](CO2)[C@H](c2ccccc2)[C@]2(C)C(=O)N(Cc3ccc(F)cc3)CC(=O)N12` gave HCV inh inconclusive.
C[C@H]1CN([C@@H](C)CO)C(=O)c2cccc(NS(=O)(=O)c3ccc(F)cc3)c2O[C@H]1CN(C)S(=O)(=O)c1cn(C)cn1 was read as HCV inh 7%.
Cc1ccc(C(=O)Cc2ccccc2)cc1 was read as HCV inh -2%.
Screening CCN1CCN(c2ccc(NC(=O)COc3ccc(Cl)cc3C)cc2)CC1 returned HCV inh 10µM*.
O=c1oc(-c2ccc(O)c(O)c2)cc2cccc(O)c12 was read as HCV inh inconclusive.
`CCc1c(N)nc(N)nc1Nc1ccccc1Cl` gave HCV inh -25%.
Screening COc1ccc(S(=O)(=O)N2CCCCC2)cc1NC(=O)CCNC(=O)c1ccc(Cl)cc1 returned HCV inh 0%.
For COc1ccc(S(=O)(=O)N(C)C)cc1NCC(=O)Nc1cccc2ccccc12 the results were HCV inh 0%.
`CC(C(=O)c1ccccc1)C(O)c1ccccn1` (centres undefined) gave HCV inh -13%.
For CCN(CC)c1ccc(S(=O)(=O)N2CCOCC2)cc1NC(=O)COC(=O)C1=COCCO1 the results were HCV inh -5%.
CCOC(=O)N1CCC(NC(=O)C2CCN(Cc3nc(-c4ccc(CC)cc4)oc3C)CC2)CC1 was read as HCV inh 6%.
Screening Cc1ccc(S(=O)(=O)NC(=O)c2cccc(N(C)C)c2)cc1 returned HCV inh 20%.
`CC[C@]12C(=O)N(C)C[C@H]([C@@H]3C(=O)N(Cc4ccccc4)C(=O)[C@@H]31)N2C(=O)c1ccc(C(C)(C)C)cc1` gave HCV inh 15%.
Screening CCC1CN1P(=O)(c1ccccc1)N1CC1CC (centres undefined) returned HCV inh 11%.
O=C1NC(=S)NC1=Cc1ccc(Cl)cc1Cl was read as HCV inh -18%.
`CCOC(=O)CC1c2ccccc2-n2nncc2CN1Cc1ccc(OC)cc1` (centres undefined) gave HCV inh 10%[8.37 µM].
For C[n+]1ccc(-c2cc[n+](C)cc2)cc1 the results were HCV inh 3%.
For CCCCC(CC)C(=O)O (centres undefined) the results were HCV inh 6%.
For Cc1cc(CNC[C@H]2O[C@@H](n3cnc(C(N)=O)n3)[C@H](O)[C@@H]2O)c(C)n1-c1cccnc1 the results were HCV inh inconclusive.
For CCN1C(=O)[C@H]2[C@@H](c3ccc(-c4cccc(Cl)c4)c(OC)c3)N3CCC[C@@]3(C(=O)OC)[C@H]2C1=O the results were HCV inh inconclusive.
COc1ccc(NS(=O)(=O)c2cc(NC(=O)[C@H](C)NC(N)=O)ccc2N2CCCC2)cc1 was read as HCV inh inconclusive.
`O=C(Cc1ccccn1)c1ccncc1` gave HCV inh -2%.

Retrieved by structure from above (2):
For Cc1cc(CNC[C@H]2O[C@@H](n3cnc(C(N)=O)n3)[C@H](O)[C@@H]2O)c(C)n1-c1cccnc1 the results were HCV inh inconclusive.
`CCOC(=O)CC1c2ccccc2-n2nncc2CN1Cc1ccc(OC)cc1` (centres undefined) gave HCV inh 10%[8.37 µM].

Other entries.
`CC(=O)/C(=N\Nc1ccccc1)Oc1ccc(Br)cc1` gave HCV inh inconclusive.
`CC1CCCCN1Cc1nc2c(c(=O)n(C)c(=O)n2C)n1CCCc1ccccc1` (centres undefined) gave HCV inh inconclusive.
For CC(C)(C)OC(=O)CNC(=O)c1[nH]cnc1C(=O)N[C@@H](CCCCN)C(=O)OC(C)(C)C the results were HCV inh 22%.
`COc1ccccc1C(=O)Cc1ccccc1` gave HCV inh 14%.
Screening CC(C)(C)NC(=O)CC1C[C@H](C(=O)N2CCCCC2)[C@@]2(C)c3[nH]c4ccccc4c3CCN2C1=O (some centres undefined) returned HCV inh 52%[activator].
`CCOC(=O)N1CCN(C(=O)CCc2ccc(S(=O)(=O)NCC(C)C)cc2)CC1` gave HCV inh 9%.
For COc1ccc(S(=O)(=O)Nc2ccc(Nc3ccccc3)cc2)cc1 the results were HCV inh inconclusive.
`C(=NN=C1c2ccccc2-c2ccccc21)c1ccc2c(c1)OCO2` gave HCV inh inconclusive.
Screening Cn1c2ccccc2c(=O)c2ccc(NCc3ccc4c(c3)OCO4)cc21 returned HCV inh inconclusive.
For Nc1ccc2c(c1)-c1ccc(F)cc1C2=O the results were HCV inh inconclusive.
For CCOc1cc(CO)cc(Br)c1OCC(=O)O the results were HCV inh 31%[activator].
Screening Cc1c(NC(=O)c2ccc(S(=O)(=O)Nc3ccccc3F)cc2)c(=O)n(-c2ccccc2)n1C returned HCV inh -16%.

High-throughput results: PubChem, National Center for Advancing Translational Sciences (NCATS)
